Screening results as filed in PubChem BioAssay.
SR-BI DiI-HDL act: activators of SR-BI mediated DiI-HDL uptake, primary screen, ldlA[mSR-BI] CHO cells, DiI fluorescence. hit rate 0.096% among 320,000. activation, % at 12.5 µM. AID 504775, 2011. 3 h; 100 = double the neutral-control signal;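 active means mean replicate activation of at least 60% and every replicate at or above 60%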;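 further: 0% = median plate neutral-control signal and 100% = twice that signal; values of inactives mirror those of a sister screen read the other way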
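System: CHO ldlA[mSR-BI] cells / Medium: HEPES-buffered (25 mM, pH 7.4) F12 plus 0.5% BSA / Probe or stimulus: labelled HDL, 10 µg/mL / Doses: single compound concentration, delivered by pin transfer / Schedule: 3 h, 37 °C / Measured by: DiI fluorescence, bottom read / Measure: cell-associated DiI fluorescence as measure of HDL uptake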
PKA-R1A act: activators of PKA-R1A holoenzyme, primary screen, biochemical, fluorescence polarization, Cy5-IP20, bovine R1A, mouse PKAc; PKA-R1A dissociation; scaled: DMSO 0%, 113 µM cGMP 100%; hit rate 0.083% among 340,000; activation, % at 11.4 µM;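 active means percent activation above the mean of all tested compounds plus 3 SD, cut at about 19% in these data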;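 further: higher means more PKAc released from R1A so a rise in polarization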
PKA-R2B act: activators of PKA-R2B holoenzyme, primary screen, biochemical, fluorescence polarization, Cy5-IP20, human. PKA-R2B holoenzyme dissociation; R2B truncated from residue 108, S112A mutant; 0% DMSO only, 100% 113 µM cGMP. hit rate 0.079% among 340,000. AID 504700, 2011. cAMP-dependent protein kinase catalytic subunit beta (Homo sapiens) + cAMP-dependent …. activation, % at 11.4 µM;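 active means activation above a cutoff set at the mean over all compounds plus 3 SD, cut at about 18% in these data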;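 further: higher means more holoenzyme dissociation and a rise in polarization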
dFosB activator: activators of delta FosB homodimer, primary screen, biochemical, fluorescence polarization, TAMRA-CDK5 oligo, single point. Protein FosB (Mus musculus), P13346. purified delta FosB; percent of positive-control signal above neutral wells. activation, % at 25 µM. hit rate 0.99% among 340,000;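 active means mean activation above about 17%, with every replicate also reaching it, limit read from the data, passing the limit was not always enough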;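 further: fluorescence polarization rise as delta FosB binds a TAMRA Cdk5 AP-1 oligo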
Target sequence (P13346 whole entry, looked up): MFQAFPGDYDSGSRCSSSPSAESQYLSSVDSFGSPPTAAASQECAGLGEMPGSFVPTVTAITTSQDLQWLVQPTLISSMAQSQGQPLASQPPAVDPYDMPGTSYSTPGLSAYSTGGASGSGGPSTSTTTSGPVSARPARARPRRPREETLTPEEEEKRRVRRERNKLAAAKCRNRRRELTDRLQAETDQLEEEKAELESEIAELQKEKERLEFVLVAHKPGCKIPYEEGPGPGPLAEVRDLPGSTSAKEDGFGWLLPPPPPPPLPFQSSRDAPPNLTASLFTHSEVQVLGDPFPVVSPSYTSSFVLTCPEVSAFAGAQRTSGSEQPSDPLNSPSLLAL
DSG3 Ab inh: inhibitors of pemphigus antibody binding to DSG3, primary screen, biochemical, bead-based, flow cytometry, scFv-GFP; DSG3-coupled beads, scFv-anti-DSG3-GFP binding; stronger effect = lower value; binding (percent of control), % at 10 µM; hit rate 0.48% among 310,000; AID 588358, 2011;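 active means binding more than 3 SD below its plate's average and above zero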; further: some compounds called inactive have numbers as strong as hits
CDK5 p35 inh: inhibitors of human CDK5/p35 kinase, primary screen, biochemical, single concentration; AID 488839, 2010; Cyclin-dependent kinase 5 (Homo sapiens) + Cyclin-dependent kinase 5 activator 1 (Homo …; Recombinant CDK5/p35, ADP-Glo luminescence, 60 min; inhibition, % at 10 µM; hit rate 0.01% among 330,000;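 active means highest replicate inhibition of at least 50% and at least 75% of replicates reaching 50%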;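 further: plate controls were DMSO neutral control for no effect and GW8510 at 10 µM for full effect; many of its hits are not listed in these tables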
Mot1-301 SUMO: yeast Mot1-301 growth rescue at high temperature, primary screen, SUMOylation pathway inhibitor project, S. cerevisiae, ATP luminescence, 38.5C | S. cerevisiae Mot1-301 growth rescue; percent above DMSO median, 100 means doubled | hit rate 1% among 320,000 | growth rescue, % at 18.8 µM;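 active means every valid replicate shows activation above 250% relative to neutral control wells; inactive means the rest, any valid replicate at or below 250%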;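 further: OY570 slx delta 5 strain wells were the positive control but not used for scaling; some compounds called inactive have numbers as strong as hits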
MITF TRPM1 HTS: activators of MITF-driven TRPM1 promoter reporter, primary screen, cell-based, SK-MEL-5, luciferase, single point | activation, % at 12.5 µM | SK-MEL-5 TRPM1-promoter luciferase, 24 h; % of positive control, neutral wells = 0 | hit rate 0.75% among 300,000 | AID 588334, 2011;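 active means mean activation of at least 80% with every replicate also reaching 80%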;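 further: 0% = neutral control wells and 100% = parthenolide positive control wells; values of inactives mirror those of a sister screen read the other way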
Arrestin-AP2 inh: inhibitors of beta-arrestin/AP2 binding, primary screen, biochemical, GPCR trafficking, flow cytometry | FITC-arrestin peptide / GST-AP2 beads; AP2 beta2 appendage carries R879A mutation | hit rate 0.31% among 340,000 | inhibition, % at 10 µM | AID 504490, 2011 | beta-arrestin 1 C-terminal peptide binding to AP2 beta2-adaptin appendage (human);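 active means inhibition above a set limit, near 3 SD of compounds lacking own fluorescence, cut at about 54% in these data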;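 further: plate controls were DMSO wells for no effect and 5 µM unlabelled arrestin peptide for full effect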
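Material – GST-tagged AP2 beta2-adaptin appendage (R879A) on 4 µm glutathione beads · Probe or stimulus – fluorescein-tagged arrestin peptide at 50 nM final · Timing – 12 min plus 1 h, RT · Detection – bead flow cytometry, FITC channel · Read-out basis – inhibition as reduced fluorescein signal on beads, percent · Medium – PBS plus Tween 20 (0.05%) and BSA (0.1%)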
SR-BI DiI inh: inhibitors of SR-BI mediated HDL lipid uptake, primary screen, ldlA[mSR-BI] cells, fluorescence, single point. Scavenger receptor class B member 1 (Mus musculus), Q61009. ldlA[mSR-BI] CHO cells, DiI-HDL uptake fluorescence, 3 h. inhibition, % at 12.5 µM. hit rate 0.96% among 320,000;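 active means mean replicate inhibition of at least 70% and a set share of replicates each scoring 70 or more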;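 further: 0% = median of neutral control wells and 100% = median of positive control wells; values of inactives mirror those of a sister screen read the other way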
Target sequence (Q61009 whole entry, looked up): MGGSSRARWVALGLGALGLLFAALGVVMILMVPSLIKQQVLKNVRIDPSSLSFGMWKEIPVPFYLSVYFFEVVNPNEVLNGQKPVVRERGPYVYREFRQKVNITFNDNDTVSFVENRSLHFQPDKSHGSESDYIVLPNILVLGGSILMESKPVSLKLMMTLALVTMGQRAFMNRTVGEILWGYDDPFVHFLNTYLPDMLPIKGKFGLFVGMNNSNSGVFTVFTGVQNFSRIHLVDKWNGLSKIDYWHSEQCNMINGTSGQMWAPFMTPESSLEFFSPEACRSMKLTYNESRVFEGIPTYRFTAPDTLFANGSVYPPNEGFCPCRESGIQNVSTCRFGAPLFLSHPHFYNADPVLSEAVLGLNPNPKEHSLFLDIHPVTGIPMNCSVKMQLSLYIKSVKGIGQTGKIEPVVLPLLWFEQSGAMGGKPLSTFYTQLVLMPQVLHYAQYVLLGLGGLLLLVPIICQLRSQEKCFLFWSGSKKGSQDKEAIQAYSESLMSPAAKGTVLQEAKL
NSD2 HMT inh: NSD2 histone methyltransferase inhibitors, primary screen, biochemical, AlphaScreen, single concentration, set 2. NSD2 peptide methylation, 120 min. inhibition, % at 12.5 µM. hit rate 0.54% among 310,000; in the data active means inhibition above about 50%
Starred values were filed as active, the others as inactive; x = no result given. Not a hit list, and some 4.7% of all compounds hit somewhere here.

Preview (six entries):
Each structure is followed by: Mot1-301 SUMO	dFosB activator	SR-BI DiI inh	SR-BI DiI-HDL act	MITF TRPM1 HTS	Arrestin-AP2 inh	NSD2 HMT inh	CDK5 p35 inh	DSG3 Ab inh	PKA-R2B act	PKA-R1A act
- O=C(Nc1cccc(Cl)c1)Nc1cc(S(=O)(=O)N2CCOCC2)ccc1N1CCCC1
    -10	1	9	-9	13	16	0	1.3	101	-6	-4
- CCN=C(NCC)SC1CC(=O)N(c2ccc(OC)cc2)C1=O (centres undefined)
    -12	1	0	0	16	17	-5	2.1	102	-3	5
- O=C(CSc1n[nH]c(=O)n1C1CC1)N1N=C(c2ccc(Cl)cc2)CC1c1ccco1 (centres undefined)
    0	-8	x	x	-7	-7	3	0.9	93	-5	3
- COc1ccc(CNC(=O)COC(=O)/C=C/c2cccs2)cc1
    17	0	-9	9	10	35	-1	2.0	104	-15	-2
- O=C1CC(c2c[nH]c3ccccc23)C(=O)N1 (centres undefined)
    -10	7	-8	8	x	-3	x	0.7	95	6	-2
- Cc1cc(NC(=O)COC(=O)C2CCN(S(=O)(=O)c3ccccc3)CC2)c([N+](=O)[O-])cc1C
    -8	-6	8	-8	-13	1	-1	1.2	100	-3	-8

Results (from the top)
Each structure is followed by: Mot1-301 SUMO	dFosB activator	SR-BI DiI inh	SR-BI DiI-HDL act	MITF TRPM1 HTS	Arrestin-AP2 inh	NSD2 HMT inh	CDK5 p35 inh	DSG3 Ab inh	PKA-R2B act	PKA-R1A act
- O=C(Nc1cccc(Cl)c1)Nc1cc(S(=O)(=O)N2CCOCC2)ccc1N1CCCC1
    -10	1	9	-9	13	16	0	1.3	101	-6	-4
- CCN=C(NCC)SC1CC(=O)N(c2ccc(OC)cc2)C1=O (centres undefined)
    -12	1	0	0	16	17	-5	2.1	102	-3	5
- O=C(CSc1n[nH]c(=O)n1C1CC1)N1N=C(c2ccc(Cl)cc2)CC1c1ccco1 (centres undefined)
    0	-8	x	x	-7	-7	3	0.9	93	-5	3
- COc1ccc(CNC(=O)COC(=O)/C=C/c2cccs2)cc1
    17	0	-9	9	10	35	-1	2.0	104	-15	-2
- O=C1CC(c2c[nH]c3ccccc23)C(=O)N1 (centres undefined)
    -10	7	-8	8	x	-3	x	0.7	95	6	-2
- Cc1cc(NC(=O)COC(=O)C2CCN(S(=O)(=O)c3ccccc3)CC2)c([N+](=O)[O-])cc1C
    -8	-6	8	-8	-13	1	-1	1.2	100	-3	-8
- O=C(CCc1nc2ccccc2c(=O)[nH]1)Nc1cc(C(F)(F)F)ccc1N1CCOCC1
    5	-6	33	-33	-5	-14	-1	0.9	99	-15	-11
- N#CC1=C2N=C(N)c3ccccc3N2C2=C(C(=O)CCC2)C1c1ccc(F)cc1 (centres undefined)
    12	-6	x	x	-5	7	x	-2.2	93	-10	5
- O=C(NCCCN1CCN(CCCNC(=O)c2cccc([N+](=O)[O-])c2)CC1)c1cccc([N+](=O)[O-])c1
    0	-1	-3	3	-7	4	-1	-1.7	112	4	-5
- CC1(C)Cc2c(sc(NC(=O)C(=O)N3CCOCC3)c2C#N)CO1
    -13	2	-6	6	-11	-1	-1	-0.2	94	-3	-20
- CCCCCCNc1nc(NCc2ccco2)nc(OCC)n1
    x	-8	-2	2	-1	5	-7	-1.8	102	0	12
- O=C(CN(Cc1ccc2c(c1)OCO2)C(=O)CNC(=O)c1ccco1)NC1CCCCC1
    335*	-4	-27	27	-1	0	2	-1.8	106	-2	-9
- NC(=S)Nc1nc2ccccc2s1
    -7	-5	2	-2	-1	5	x	0.2	114	3	-1
- COc1cc(/C=N/NC(=O)c2ccc(-n3cccc3)cc2)ccc1O
    -5	4	13	-13	31	43	5	-2.5	94	-1	-7
- CC(C)(C)SCCNC(=O)Nc1ccccc1
    6	-1	-1	1	31	0	-2	-0.5	x	-6	0
- CC(=O)Nc1cccc2c1OCCO2
    -13	3	-8	8	x	7	-5	-0.8	98	-3	1
- CC1(C)N=C(/C=N/O)CN1O
    -22	-3	13	-13	x	4	0	0.4	113	5	1
- NC(=O)c1nn(-c2ccccc2)c(=O)cc1O
    -12	-8	-24	24	-1	-4	-4	1.1	99	-11	-12
- CC1(c2ccc(OC(F)F)cc2)NC(=O)N(/N=C/c2c(O)ccc3ccccc23)C1=O (centres undefined)
    0	-9	12	-12	-8	4	-1	0.6	94	1	12
- Cc1ccc(CNC(=O)c2ccc(CS(=O)(=O)c3ccccc3)o2)cc1
    -8	-7	-8	8	-1	1	-3	-5.8	x	2	-2
- CC(Oc1ccc(S(=O)(=O)N2CCCC2)cc1[N+](=O)[O-])C(=O)N(C)c1ccccc1 (centres undefined)
    -11	-3	-1	1	5	-1	1	-2.0	95	-3	2
- Cc1noc(C)c1NC(=O)Nc1cccc2c1O[C@@H](CN(C)Cc1ccc3c(c1)OCO3)[C@@H](C)CN([C@H](C)CO)C2=O
    -5	-7	-8	8	-2	-3	x	-2.8	106	4	-2
- CN(CC(=O)Nc1ccc(N2CCOCC2)cc1)C(=O)c1ccc(O)c(Cl)c1
    14	-5	-5	5	-7	3	-4	-2.2	112	-1	-11
- COCCn1c(SCC(=O)Nc2cc(C)on2)nnc1C(C)C
    -4	0	x	x	3	-2	-4	-3.7	125	7	-11
- COc1ccc(C(=O)/C=C/C(=O)N(CC(=O)NC2CCCCC2)Cc2ccc(F)cc2)c(O)c1
    x	-15	11	-11	-99	16	0	-0.6	100	3	-3
- CC(C)(/C=N/O)/[N+]([O-])=C/c1ccccc1C(F)(F)F
    -25	-6	-7	7	3	8	-1	0.0	107	-12	-12
- O=C(O)/C=C\C(=O)Nc1cccc(C(=O)Nc2cccc(O)c2)c1
    -7	-4	-8	8	4	13	-2	1.0	98	-18	-8
- C=CCNC(=O)C(C#N)c1nc2ccccc2nc1N1CCCCCC1 (centres undefined)
    -9	-9	x	x	-6	11	1	0.6	91	6	-9
- CC1(C)CC(=O)C=C(Nc2ccc(C(=O)O)c(O)c2)C1
    -12	6	2	-2	5	2	-1	-0.6	94	-6	-9
- COc1ccccc1-c1ccc2nnc(SCC(=O)N3CCCC3)n2n1
    -4	-12	6	-6	-9	-13	0	-1.5	94	-13	-4
- O=C(Nc1cnn(Cc2ccc(F)cc2)c1)c1cc(-c2ccco2)on1
    22	-10	x	x	12	1	-8	-1.5	105	6	-16
- O=C(COC(=O)Cc1ccsc1)Nc1cccc(Cl)c1
    -8	-4	-24	24	1	-14	-4	0.9	103	2	-6
- Cc1ccc(NC(=O)C2C(c3ccccc3)C2(Cl)Cl)c(C)c1 (centres undefined)
    6	5	11	-11	x	7	-2	-0.6	x	-11	14
- C/C(=N\NC(=O)c1ccccc1)c1c(C)[nH]n(-c2ccccc2)c1=O
    0	6	126*	-126	-16	0	-1	1.0	97	8	-13
- Cc1ccccc1NC(=O)Cc1cn(C)c2ccccc12
    x	-9	13	-13	x	15	3	-0.5	104	8	-6
- COc1ccccc1CN1CCSCC1
    -5	8	-10	10	6	7	2	1.8	102	-5	-9
- COc1cccc(NS(=O)(=O)c2ccc3c(c2)NC(=O)C(C)C(=O)N3)c1 (centres undefined)
    33	12	-29	29	x	4	x	0.2	101	-6	-3
- Cc1cc(OCC(=O)c2ccc(F)cc2)ccc1N1C(=O)CCC1=O
    -11	-2	22	-22	12	0	4	-0.3	107	3	5
- Cc1ccc(CN2C(=O)N/C(=C/c3cc(C)n(-c4ccccn4)c3C)C2=O)cc1
    -14	-6	39	-39	21	-6	1	0.1	110	-9	8
- NS(=O)(=O)c1ccc(CCNC(=O)c2ccc(C(=O)c3ccccc3)cc2)cc1
    198	3	x	x	-13	-9	0	0.7	x	3	1
- O=C(C1CCC(CNS(=O)(=O)c2ccccc2)CC1)N1CCCCC1 (centres undefined)
    -10	-6	31	-31	-12	32	3	-0.1	104	-6	-12
- Cc1cc(C)c(/C=C(\C#N)C(N)=S)c(C)c1
    -11	-1	-8	8	3	-9	4	-1.5	103	-10	-6
- C[C@H]1CN([C@@H](C)CO)C(=O)c2cccc(NC(=O)Nc3ccc(C(F)(F)F)cc3)c2O[C@@H]1CN(C)S(=O)(=O)c1ccccc1
    x	29*	-5	5	-14	13	x	2.4	89	-9	-10
- Cc1ccc(/C=c2\sc3nc(-c4ccccc4Br)nn3c2=O)o1
    -10	-13	2	-2	x	6	13	-2.6	106	-4	2
- COc1ccc(C(=O)Nc2nnc(S(=O)(=O)N3CCOCC3)s2)cc1
    -7	-10	1	-1	-14	10	19	0.2	99	0	-3
- CCc1ccc2c(c1)/C(=N/OC)C(=O)N2
    -8	-5	17	-17	-10	-5	-2	2.8	103	8	-2
